ELG1 DNA repair = inhibitors of ELG1-dependent DNA repair in HEK293T cells; actives 2.3% (n = 330,000); Potency, µM (titrated, usually from 46.1 µM), for inactives: at the highest dose activity change, negative = inhibition, hits mostly inhibitors; AID 504467; HEK293T ELG1-luciferase reporter, luminescence, 16 h; DNA damage induced by 5-fluorouridine; also: potency is read from the fitted curve at half-maximal effect; % is scaled to controls: 0 for no effect and ±100 for the full control effect; nearly all actives have a fitted effect of over 55% in size
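Quantitative HTS, concentration-response format. 2,000 cells/well co-treated with 5-fluorouridine and compound, 16 hr in 5% CO2 at 37 °C; ONE-Glo luminescence read after 30 min.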
TSHR antag = human thyrotropin receptor antagonism; TSHR-expressing cells, TSH-stimulated cAMP HTRF, 2 h; stronger effect = lower value; activity change, negative = inhibition, % at 11.5 µM; P16473; AID 504810; actives 0.2% (n = 330,000);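 active = activity change below a set negative limit, meaning inhibition stronger than a set level, cut at about -70% in these data; inconclusive = activity change between two set negative limits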; also: % is scaled to controls: 0 for no effect and ±100 for the full control effect
Target sequence (P16473 whole entry, looked up): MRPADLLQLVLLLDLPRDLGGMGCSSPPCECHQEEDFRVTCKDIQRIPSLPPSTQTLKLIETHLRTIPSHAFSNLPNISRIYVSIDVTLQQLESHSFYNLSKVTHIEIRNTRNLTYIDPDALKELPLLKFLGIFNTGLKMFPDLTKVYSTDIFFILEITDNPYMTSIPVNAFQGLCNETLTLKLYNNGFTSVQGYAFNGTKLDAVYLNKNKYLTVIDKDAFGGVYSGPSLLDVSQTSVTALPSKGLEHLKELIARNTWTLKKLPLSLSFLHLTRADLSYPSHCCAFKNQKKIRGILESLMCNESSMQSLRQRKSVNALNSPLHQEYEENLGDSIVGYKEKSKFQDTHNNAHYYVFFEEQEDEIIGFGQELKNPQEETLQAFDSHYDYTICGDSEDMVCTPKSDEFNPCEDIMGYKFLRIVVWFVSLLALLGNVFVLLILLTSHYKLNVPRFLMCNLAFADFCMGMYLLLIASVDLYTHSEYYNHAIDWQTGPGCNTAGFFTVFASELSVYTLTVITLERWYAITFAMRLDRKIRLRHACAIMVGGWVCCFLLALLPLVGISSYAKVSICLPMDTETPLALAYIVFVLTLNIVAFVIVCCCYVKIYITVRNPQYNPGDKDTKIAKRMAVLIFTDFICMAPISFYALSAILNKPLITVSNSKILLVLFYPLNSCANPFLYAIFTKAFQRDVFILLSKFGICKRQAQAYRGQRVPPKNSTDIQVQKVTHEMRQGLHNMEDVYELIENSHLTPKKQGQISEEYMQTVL
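TSHR-expressing cells were treated with compounds, then stimulated with TSH at EC80 (4nM final) for 2 hours at 37 deg C. Cellular cAMP was measured by HTRF competition between lysate cAMP and cAMP-d2 for a cryptate-labelled anti-cAMP antibody.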
Eya2 inh = Eya2 (human) phosphatase inhibition. O00167. recombinant Eya2, OMFP fluorescence dephosphorylation (OMFP is methylfluorescein phosphate). Potency, µM (top dose mostly 76.9 µM), without a hit: at the top dose activity, negative = inhibition, most hits filed as inhibitors. actives 0.006% (n = 330,000). AID 488837; also: potency is read from the fitted curve at half-maximal effect; % is scaled to controls: 0 for no effect and ±100 for the full control effect
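Eya2 protein (added as 0.2 uM solution) was preincubated with compound for 10 min at ambient temperature in 50 mM HEPES pH 7.5, 50 mM NaCl, 5 uM MgCl2, 0.05% BSA, 1 mM DTT. OMFP (added at 50 uM) then reacted 10 min; fluorescence read at 485/525 nm.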
Tb PFK inh = T. brucei PFK enzyme inhibition. Potency, µM (doses to about 57.5 µM), without a hit: at the highest dose activity, negative = inhibition, hits mostly inhibitors. T. brucei PFK, ADP-Glo luminescence. actives 0.17% (n = 330,000);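 also: potency is read from the fitted curve at half-maximal effect; 0% = uninhibited 1x PFK enzyme wells and -100% = no-enzyme wells; nearly all actives have a fitted effect of over 60% in size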
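PFK 1.25 nM, F6P 0.5 mM, ATP 0.1 mM, 0.1 M TEA pH 8.0, 5 mM MgCl2, 0.01% Tween20, 0.1% BSA; 45 min RT. ADP-Glo readout. qHTS titration up to 57 uM; curves fitted, compounds curve-classed.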
AT treatment = potential ataxia-telangiectasia treatments restoring KAP-1 phosphorylation | […] A-T fibroblasts, KAP-1 phosphorylation AlphaLISA; neocarzinostatin DNA damage 30 min before lysis | Potency, µM (highest dose often 57.5 µM), for inactives: at the top dose activation, most hits filed as activators | actives 0.19% (n = 320,000) | AID 485349; also: potency is read from the fitted curve at half-maximal effect; % of control where 0% means no effect; nearly all actives have a fitted effect of over 45% in size
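ATM-like activity read as KAP-1 phosphorylation via AlphaLISA donor/acceptor antibody pairs after lysis and 6 hr at 25C. Cells were ATM-null patient fibroblasts ([…], hTERT), dosed 60 min, then exposed to the DSB inducer NCS for 30 min.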
Integrin act MD = activators of alpha7 integrin expression for muscular dystrophy | alpha7betagal myoblasts, beta-gal FDG fluorescence, 48 h | Potency, µM (series often up to 38.3 µM), inactives show top-dose activation, usual class: activators | actives 0.064% (n = 350,000);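 also: potency is read from the fitted curve at half-maximal effect; 100% = response of the positive control SU9516; nearly all actives have a fitted effect of over 60% in size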
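Alpha7betagal+/- myoblasts (passage 13) were plated 16-24 hr, then exposed to compounds (1:260 dilution of DMSO stock) for 48 hours at 37C. After MPER lysis, β-galactosidase reporter activity was read as FDG fluorescence (ex 480/em 540) after 30 minutes.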
TCR activator = T cell receptor activation; Potency, µM (highest dose often 9.22 µM), for the others: at the highest dose activation of IL-2 secretion, actives largely listed as activators; primary human leukocytes, anti-CD3, IL-2 HTRF, 48 h; AID 504894; 330,000 tested, under 10 active; also: % of control where 0% means no effect
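HTRF read-out of IL-2 secretion: europium cryptate donor excited at 320nm, d2 acceptor emission at 665nm. Cells were primary human leukocytes incubated 48 hr with compounds and a-CD3 beads, supplying TCR signal only.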
Mito fusion act = inhibitors of mitochondrial division or activators of mitochondrial fusion | S. cerevisiae fusion-defective mutant growth rescue, CellTiterGlo 48 h | Potency, µM (top dose mostly 46.1 µM), for the others: at the highest dose growth rescue (activation), usual class: activators | actives 0.23% (n = 320,000) | AID 485298;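 also: potency is read from the fitted curve at half-maximal effect; % of control where 0% means no effect; nearly all actives have a fitted effect of over 45% in size; temperature-sensitive fusion mutants such as fzo1-1 at 37 °C on non-fermentable ethanol glycerol medium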
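Read-out: ATP-based luminescence (CellTiterGlo, 10 min ambient) reporting growth of fusion-defective ts yeast after 48 hours at 37C on glycerol/ethanol YPEG medium in the presence of compound.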
PTAP TSG101 blk = blocks PTAP/TSG101 interaction to inhibit HIV-1 budding; AID 493005; Potency, µM (doses to about 115 µM), without a hit: top-dose activity change, negative = inhibition, actives largely listed as inhibitors; Fluorescence polarization, FITC-PTAP peptide / Tsg101 binding; 340,000 tested, under 10 active; Q99816; active = well fitted inhibition curve with a large enough effect in the main read-out, with a control signal flat, not every such curve was filed as active; inconclusive = small, poorly fitted or top-dose-only effect, or effect the other way, or a change in a side signal; inactive = no such curve, though single readings can be large or run the other way; also: potency is read from the fitted curve at half-maximal effect; % of control where 0% means no effect
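Fluorescence anisotropy tracks displacement of a FITC-tagged PTAP peptide (50 nM) from the Tsg101 binding domain (10 uM), following a 20 min room-temperature incubation at pH 7.5.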
ASM inhibitor = inhibitors of human secretory acid sphingomyelinase | P17405 | placental ASM, HMU-PC fluorogenic substrate, 60 min | Potency, µM (series often up to 57.5 µM), without a hit: at the highest dose activity change, negative = inhibition, usual class: inhibitors | actives 0.006% (n = 340,000) | AID 504937; also: potency is read from the fitted curve at half-maximal effect
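HMU-PC0 cleavage (9 uM final) by human placental ASM, 60 min at 37 °C following 10 min compound exposure at RT; stopped at pH 10, fluorescence Ex 386/Em 447 nm.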
BCR signal inh = blocks chronic active B-cell receptor signaling | ABC-DLBCL IkBa-CBG/CBR reporter, luminescence ratio, 4 h | AID 493014 | Potency, µM (top dose mostly 46.1 µM), inactives show top-dose ratio change, negative = lower green/red ratio, actives largely listed as inhibitors | actives 0.05% (n = 340,000); active = well fitted inhibition curve with a large enough effect in the signal ratio, with a control signal flat, not every such curve was filed as active; inconclusive = small, poorly fitted or top-dose-only effect, or effect the other way, or a change in a side signal; the % refers to the signal ratio;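 also: potency is read from the fitted curve at half-maximal effect; plate controls were basal doxycycline-induced cells for no effect and cells given 10 µM MG132 for full effect; MG132 reads +100%, hits lower the ratio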
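TMD8 ABC-DLBCL cells carrying doxycycline-inducible green luciferase fused to IkappaBalpha plus unfused red luciferase were exposed to compounds (up to 46 uM) for 4 hrs at 37C. Activity came from the overlap-corrected green/red luminescence ratio.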
An asterisk follows results filed as active; ? = inconclusive; . = no result given; [ ] = another dose, or the depositor's remark. Unless noted, calls follow the shape of the dose curve; as a rule, active = well fitted curve in the direction sought with a large enough effect; inconclusive = small, poorly fitted or top-dose-only effect, or another doubt; inactive = no such curve, though single readings can be large; an effect the other way counts as inactive or inconclusive.

Order of values – ELG1 DNA repair	TSHR antag	Eya2 inh	Tb PFK inh	AT treatment	Integrin act MD	TCR activator	Mito fusion act	PTAP TSG101 blk	ASM inhibitor	BCR signal inh
O=C(Cc1noc2ccccc12)Nc1ccc2ccccc2c1
 : ?	-15	-21%	1%	0%	-14%	0%[46.1 µM]	12%	-3%	-3%	16%
CCC(CC)NC(=O)c1cccc([N+](=O)[O-])c1C
 : 0%	3	-2%	0%	1%	13%	0%[46.1 µM]	-3%	1%	5%	1%
CCC(=O)N1c2ccc(S(=O)(=O)NCCc3ccc(C)cc3)cc2CC1C (stereo not drawn)
 : 13%	1	-6%	0%	3%	-17%	-3%	3%	3%	-1%	2%
Cc1cc2oc(=O)c3c(c2cc1OCc1nn[nH]n1)CCCC3
 : 4%	0	5%	3%	18%	32%	-9%	1%	-9%	14%	5%
COc1cc(C(=O)N(Cc2ccc(C)o2)C2CCS(=O)(=O)C2)cc(OC)c1OC (stereo not drawn)
 : 1%	-5	2%	1%	-3%	-10%	-1%	-1%	-3%	2%	5%
CC(=O)COC(=O)CNC(=O)c1ccc(Br)cc1
 : -8%	4	-7%	-3%	0%	0%	-5%	1%	-7%	-1%	?
O=C1CN(C(=O)CC2C(=O)NCCN2Cc2ccccc2C(F)(F)F)CCN1 (stereo not drawn)
 : ?	-4	-10%	1%	4%	-34%[inhibitor]	-4%	1%	-1%	27%	-1%
CCC(CC)C1=NN2C(=N)/C(=C\c3cc(C)n(-c4cccc(C)c4)c3C)C(=O)N=C2S1
 : 5%	3	0%	3%	-8%	14%	8%[46.1 µM]	-1%	-2%	-2%	1%
CCc1nc(C#N)c(N2CCCCC2)o1
 : -59%	-12	-1%	1%	.	21%	0%[46.1 µM]	15%	-3%	2%	-2%
Cc1ccccc1CC1(CO)CCCN(C(=O)Cc2c(F)ccc(F)c2F)C1 (stereo not drawn)
 : -16%	3	-16%	1%	0%	7%	1%	6%	1%	2%	-7%
CC(=O)N(c1nc(CCl)cs1)c1c(C)cc(C)cc1C
 : -12%	1	-3%	-1%	-3%	3%	0%[46.1 µM]	-4%	-1%	6%	1%
COc1cccc(-c2nc(CS(=O)(=O)CC(=O)NCCCN3C(C)CCCC3C)c(C)o2)c1 (stereo not drawn)
 : 1%	3	0%	1%	-1%	?	0%	0%	-4%	-1%	-1%
Cc1ccc(C)c(N2CCN(c3nnnn3-c3ccccc3)CC2)c1
 : ?	-7	-7%	1%	5%	13%	4%	20%	-2%	-3%	1%
CCSc1nnc(Cc2cc(=O)[nH]c(=O)[nH]2)n1-c1cc(C)ccc1C
 : -3%	5	2%	-10%	-1%	-9%	-4%	-1%	-9%	1%	-1%
O=C(Cc1csc(N2CCOCC2)n1)N/N=C/c1ccccc1C(=O)O
 : -10%	-7	-4%	2%	-1%	?	4%	0%	-1%	0%	-6%
O=C(Cn1cc(C(F)(F)F)ccc1=O)N1CCN(S(=O)(=O)c2ccc(Cl)cc2)CC1
 : -4%	-3	-9%	-4%	-5%	-6%	-21%	2%	-4%	-1%	11%
Cc1cccc(C)c1NC(=O)C(=O)NCC1CCCN1S(=O)(=O)c1cccs1 (stereo not drawn)
 : ?	-10	5%	2%	15%	-14%	-1%	-1%	1%	8%	-1%
Cc1cc(/C=C2/NC(=O)NC2=O)c(C)n1-c1ccccn1
 : ?	-2	-1%	-4%	-2%	12%	2%[46.1 µM]	-2%	1%	4%	4%
CN(Cc1nc(Cc2ccccc2F)no1)[C@@H]1CS(=O)(=O)C[C@H]1O
 : 13%	23	2%	1%	-3%	9%	8%	-6%	-2%	-3%	?
COc1ccc(-n2nc([N+](=O)[O-])c(=NCCc3ccc(C)cc3)n2O)cc1
 : ?	-6	-2%	2%	-3%	-9%	-4%	2%	-1%	-5%	-17%
CN(C)N=Nc1ccc2nc[nH]c2c1
 : 1%	-3	?	-1%	8%	3%	6%	-5%	-2%	-12%	9%
CCn1cc(/C=C(\NC(=O)c2ccccc2OC)C(=O)NCCCn2ccnc2)c2ccccc21
 : 0%	4	4%	0%	1%	-34%	-2%	-1%	-3%	0%	-2%
COc1ccc(NC(=O)Cc2ccccc2)cn1
 : 8%	2	12%	2%	0%	5%	-1%	-1%	-14%	-3%	13%
CCC(=O)N1CCN(c2ccc(NC(=O)c3ccc4c(c3)OCCO4)cc2)CC1
 : ?	-5	1%	0%	-1%	?	-3%	0%	-2%	7%	7%
O=C(Nc1ccccc1C(=O)NCCCN1CCOCC1)c1ccccc1
 : 7%	0	2%	1%	0%	1%	2%	-1%	-4%	1%	-3%
O=C(CNC1CCCCC1)N1CCc2ccccc2C1
 : 14%	8	2%	-10%	6%	5%	3%	0%	-5%	-1%	-8%
Cc1ccc2occ(/C=N/NC(=O)c3ccccc3Br)c(=O)c2c1
 : -23%	10	-3%	4%	19%	?	12%	-4%	-2%	5%	?
Cc1oc2cc3c(C(=O)N4CCCCC4)c(C)oc3cc2c1C(=O)N1CCCCC1
 : ?	-1	4%[15.4 µM]	-5%	5%	-11%	-13%	-2%	-4%	0%	?
COc1ccc(NS(=O)(=O)c2ccc(NC(=O)c3ccc(N(C)S(C)(=O)=O)cc3)cc2)c(OC)c1
 : -15%	-35	-2%	-4%	6%	-8%	0%[46.1 µM]	-5%	-5%	0%	0%
COc1ccc(CN(Cc2ccc(C(=O)O)cc2)C(=S)Nc2cc(C)cc(C)c2)cc1OC
 : 16%	-6	-21%	1%	2%	?	3%	1%	-2%	3%	?
CCCCCCc1ccc(OC(=O)c2ccncc2)cc1
 : -7%	-5	-10%	1%	-11%	0%	-3%	-42%[inhibitor]	0%	-1%	0%
COc1cc(C(=O)Nc2ccc(C#N)cc2)c([N+](=O)[O-])cc1OC
 : 2%	-4	-5%	2%	-3%	-7%	3%	-2%	-2%	-2%	6%
Cc1cccc(NC(=O)c2c(-c3ccccc3)noc2C)n1
 : 8%	-14	-4%	-3%	-1%	2%	-3%	-3%	0%	-2%	?
O=C(CN1CCN(c2ccccn2)CC1)N1CC(O)CO1 (stereo not drawn)
 : 4%	7	6%	-24%	-3%	1%	.	-11%	0%	-1%	-1%
CCOc1ccc(C(=O)Nc2ccc(N3CCN(C)CC3)cc2)cc1Br
 : ?	12	4%	-4%	15%	-47%[inhibitor]	6%	-5%	-3%	-4%	0%
O=C(CN1C(=O)c2ccccc2S1(=O)=O)Nc1cccc(S(=O)(=O)N2CCCCC2)c1
 : -5%	33	-5%	2%	?	-40%[inhibitor]	-3%	.	-8%	0%	-1%
Cc1ccc(C(=O)OCC(=O)NCc2ccc(Cl)cc2Cl)o1
 : 11%	25	-6%	-28%	1%	-16%	5%	2%	-5%	0%	0%

2 of the compounds above, as comma-separated lines.
Compound,ELG1 DNA repair,TSHR antag,Eya2 inh,Tb PFK inh,AT treatment,Integrin act MD,TCR activator,Mito fusion act,PTAP TSG101 blk,ASM inhibitor,BCR signal inh
CCCCCCc1ccc(OC(=O)c2ccncc2)cc1,-7%,-5,-10%,1%,-11%,0%,-3%,-42%[inhibitor],0%,-1%,0%
COc1cc(C(=O)Nc2ccc(C#N)cc2)c([N+](=O)[O-])cc1OC,2%,-4,-5%,2%,-3%,-7%,3%,-2%,-2%,-2%,6%

Complete entries as entered above:
O=C(CN1CCN(c2ccccn2)CC1)N1CC(O)CO1 (stereo not drawn) across the screens: ELG1 DNA repair = 4%; TSHR antag = 7; Eya2 inh = 6%; Tb PFK inh = -24%; AT treatment = -3%; Integrin act MD = 1%; TCR activator = .; Mito fusion act = -11%; PTAP TSG101 blk = 0%; ASM inhibitor = -1%; BCR signal inh = -1%
CCOc1ccc(C(=O)Nc2ccc(N3CCN(C)CC3)cc2)cc1Br across the screens: ELG1 DNA repair = ?; TSHR antag = 12; Eya2 inh = 4%; Tb PFK inh = -4%; AT treatment = 15%; Integrin act MD = -47%[inhibitor]; TCR activator = 6%; Mito fusion act = -5%; PTAP TSG101 blk = -3%; ASM inhibitor = -4%; BCR signal inh = 0%
